Screening results: PubChem, NCI
mlh1 rad18: NCI yeast anticancer drug screen, S. cerevisiae mlh1 rad18 strain | growth inhibition, % at 50 µM | 79,000 compounds, 11% hits | AID 175;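 also: 0% = growth of vehicle-only cultures of the same strain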
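Test agents were incubated with a yeast strain of defined genotype (DNA damage repair defect). Inhibition of growth was derived by comparison with vehicle-exposed cultures.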
rad50: NCI yeast anticancer drug screen, S. cerevisiae rad50 strain. 79,000 compounds, 10% hits. growth inhibition, % at 50 µM;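 also: 0% = growth of vehicle-only cultures of the same strain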
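Cells are treated with compound, grown, and their growth is then scored against vehicle-only cultures of the same repair-deficient yeast strain.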
cln2 rad14: NCI yeast anticancer drug screen, S. cerevisiae cln2 rad14 strain; % growth inhibition at 50 µM; 78,000 compounds, 8.3% hits; AID 165;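 also: 0% = growth of vehicle-only cultures of the same strain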
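Strain: cln2 rad14 yeast, altered in cell cycle control and DNA damage repair. Read-out: growth inhibition vs vehicle.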
yeast mec2-1: NCI yeast anticancer drug screen, S. cerevisiae mec2-1 strain. % growth inhibition at 50 µM. 79,000 compounds, 9% hits;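 also: 0% = growth of vehicle-only cultures of the same strain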
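Mutant yeast (mec2-1) grown with compound; growth inhibition relative to vehicle control reported.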
bub3: NCI yeast anticancer drug screen, S. cerevisiae bub3 mutant strain; % growth inhibition at 50 µM; AID 167; 78,000 compounds, 9.9% hits;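 also: 0% = growth of vehicle-only cultures of the same strain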
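Inhibition values come from growth of compound-treated mutant yeast normalised to vehicle-treated controls.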
sgs1 mgt1: NCI yeast anticancer drug screen, S. cerevisiae sgs1 mgt1 strain. % growth inhibition at 50 µM. 78,000 compounds, 10% hits;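 also: 0% = growth of vehicle-only cultures of the same strain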
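Inhibition of yeast growth, normalised to vehicle-treated controls, is reported for a strain bearing genetic alterations in DNA damage repair.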
* = called active by the depositor; & = joins results of further samples. Rule as the data show it: active = growth inhibition above about 70%; inactive = the rest.

SMILES | mlh1 rad18 | rad50 | cln2 rad14 | yeast mec2-1 | bub3 | sgs1 mgt1
CC(=O)OCSc1ncnc2c1ncn2CN1CCOCC1 | 8 | 7 | 2 | 2 | -5 | -20
CC(=S)N=Cc1c(C)[nH]n(-c2ccccc2)c1=O | -32 | -49 | 20 | -30 | -58 | -41
CC1C(=O)N(c2ccccc2)NC12CCCc1ccccc12 (stereo not given) | 28 | -15 | 17 | -7 | 25 | -35
OCC(O)C1OC(Oc2ccccc2)C(O)C(O)C1O (stereo not given) | 17&24 | 36&2 | -28&-3 | -2&33 | 7&31 | 4&-7
Nc1nc2c(ncn2-c2cccc(Cl)c2)c(=O)[nH]1 | 14 | -1 | -8 | 16 | 32 | 8
CCCCCOC1CCc2ccccc21 (stereo not given) | -10 | 7 | -5 | 12 | -7 | -12
Cn1nc(-c2ccccc2)c(C(=O)/C=C/c2ccccc2)c(N2CCOCC2)c1=O | -13 | -2 | -16 | 0 | 5 | -11
O=C1OC(c2ccccc2)=N/C1=C\c1cccc2ccccc12 | -31 | -46 | 0 | -37 | -16 | -14
Cn1nc(-c2ccccc2)c(C(=O)/C=C/c2ccc(Cl)cc2)c(N2CCCC2)c1=O | -10 | -5 | -6 | -2 | 15 | -5
CC(C)CC(C(=O)O)c1ccccc1 (stereo not given) | 17 | 5 | 41 | 11 | -14 | 9
O=C(O)CNC(=O)CNS(=O)(=O)Cc1ccccc1 | -12 | -21 | -13 | 2 | -37 | -5
O=S(=O)(O)c1ccc(O)c2ccccc12 | 56 | -13 | -30 | 19 | 12 | 0
CC(=O)CC(C)(C)NC(=S)Nc1cccc2ccccc12 | 38 | 7 | 2 | -2 | 4 | 6
C/C(CCn1[nH]c(=O)ccc1=O)=N\Nc1ccc([N+](=O)[O-])cc1[N+](=O)[O-] | 73* | 67 | 24 | -1 | 26 | 20
CC1=NN(c2nc(N)nc(CSCc3nc(N)nc(N(C)C)n3)n2)C(C)(C)C1 | -41 | 7 | 24 | 0 | 1 | 19
Cc1cccc(NC(=O)Nc2cccc(Cl)c2Cl)n1 | 19 | 16 | 15 | 14 | 24 | 14
CC(=O)Nc1cc(C(=O)Nc2cc(C(=O)Nc3cc(C(=O)Nc4cc(C(=O)Nc5cc(C(=O)NCCC(=O)NCCCN(C)C)n(C)c5)n(C)c4)n(C)c3)n(C)c2)n(C)c1 | -38 | 10 | -4 | -42 | -32 | -19
N#CCCCN1C(=O)c2ccccc2C1=O | -18 | -22 | 21 | -19 | -16 | -8
O=C(Cc1ccc2c(c1)OCO2)c1c[nH]c2ccccc12 | 9 | 22 | -8 | -9 | 2 | -27
COc1ccc(OC(=O)Nc2ccc(OC)cc2Cl)cc1 | 8 | 3 | 13 | 6 | 25 | 7
O=C(NC1(OC(=O)c2ccc(Cl)cc2)CC1)c1ccc(Cl)cc1 | 97* | 98* | 98* | 98* | 97* | 96*
CC(C)CCCC(C)C1CCC2(C)C3=C(CCC12C)C1(C)Cc2cnn(-c4ccccc4)c2C(C)(C)C1CC3 (stereo not given) | -17 | -6 | -13 | -6 | -3 | -7
CC(=O)OC(C(=O)N(c1ccccc1)c1ccccc1)c1ccccc1 (stereo not given) | 16 | 4 | 18 | 27 | 7 | 11
Cc1cc(=O)[nH]c(=O)n1CCCN(C)CCCn1c(C)cc(=O)[nH]c1=O | -4 | 2 | -1 | -2 | -29 | 9
Cc1cc2c(=O)cc(-c3ccncc3)oc2c(C(N)=O)c1C | 22 | 15 | -1 | 4 | 18 | -12
Oc1cccc2ccc(/C=C/c3ccccn3)nc12 | 98* | 97* | 95* | 97* | 97* | 98*
O=C(Nc1c(Cl)cccc1Cl)Oc1c(Br)cc(Br)cc1Br | 90* | 90* | 92* | 93* | 91* | 93*
CCCCCCCCCCCCCCCCCCNc1ccn(C2OC(CO)C(O)C2O)c(=O)n1 (stereo not given) | -34 | 5 | 23 | -6 | -10 | -12
Cn1c(=O)c2nsnc2n(C)c1=O | 14 | -21 | -25 | -11 | -4 | -14
CCN(CC)c1ccc(N=Nc2nc(Cl)c(/C=C3\C(=O)c4ccccc4C3=C(C#N)C#N)s2)c(NC(C)=O)c1 | -18 | 18 | -39 | 5 | -13 | 14
OCC(O)C(OC1OC(CO)C(O)C(O)C1O)c1nn(-c2ccccc2)c2nc3cc(Cl)ccc3nc12 (stereo not given) | -21 | -10 | 20 | -1 | 10 | -58
COC(=O)c1c(O)c(OC)c(-c2ccccc2)[nH]c1=O | 9 | 5 | -15 | -12 | 12 | 6
Cc1nc(N)nc(C)c1N=Nc1ccc(Br)cc1 | 9 | 2 | -17 | -1 | -24 | 5
CCC[CH2][Sn]([CH2]CCC)([O]C(=O)c1cc(F)ccc1F)[O][Sn]([CH2]CCC)([CH2]CCC)[O]C(=O)c1cc(F)ccc1F | 86* | 65 | 57 | 69 | 81* | 63
COc1ccc2nc3cc(Cl)ccc3c(Oc3ccccc3)c2c1 | 12 | -13 | -6 | 2 | 12 | -1
O=c1c2ncn(C3CC(O)C(O)C(CO)O3)c2ncn1C1CC(O)C(O)C(CO)O1 (stereo not given) | 25 | 24 | -12 | 2 | -1 | -6

The closing 3 records of the part before come first, to join the parts.
SMILES | mlh1 rad18 | rad50 | cln2 rad14 | yeast mec2-1 | bub3 | sgs1 mgt1
CCC[CH2][Sn]([CH2]CCC)([O]C(=O)c1cc(F)ccc1F)[O][Sn]([CH2]CCC)([CH2]CCC)[O]C(=O)c1cc(F)ccc1F | 86* | 65 | 57 | 69 | 81* | 63
COc1ccc2nc3cc(Cl)ccc3c(Oc3ccccc3)c2c1 | 12 | -13 | -6 | 2 | 12 | -1
O=c1c2ncn(C3CC(O)C(O)C(CO)O3)c2ncn1C1CC(O)C(O)C(CO)O1 (stereo not given) | 25 | 24 | -12 | 2 | -1 | -6
O=[N+]([O-])c1ccc(-n2cnc3c(Cl)ncnc32)cc1 | 1 | 1 | -1 | 36 | 28 | 15
CCCCN(c1ccccc1)c1ncnc2c1ncn2C | 90* | 90* | 74* | 80* | 79* | 89*
C=CC(C)(C)c1cc2cc3c(cc2oc1=O)OC(C(C)(C)OC(C)=O)C3 (stereo not given) | -33 | 3 | -9 | -7 | -36 | -10
CCn1cc(C(=O)CCP(=O)(OC)OC)c2ccccc21 | 0 | 8 | -13 | -22 | 5 | 4
CSCCOC(=O)c1cc(NC(=S)c2ccoc2C)ccc1Cl | 63 | 82* | 67 | 69 | 74* | 66
O=Cc1ccc2ccccc2c1 | 31 | 33 | -58 | -12 | 17 | -7
CCCCCCCCCCCCCCCCOc1ccc(S(=O)(=O)N/N=c2/sc(-c3ccccc3Cl)nn2C)cc1C(=O)O | -4 | -19 | -18 | -20 | 7 | 13
COc1cc(C(c2cc3c(cc2O)OCO3)N2CCCCC2)cc(OC)c1OC (stereo not given) | 63 | 25 | 68 | 35 | 32 | 22
O=[N+]([O-])c1ccccc1S(=O)(=O)Oc1ccccc1 | 32&5 | 55&10 | 1&-13 | -9&2 | -14&-9 | 46&5
COc1cc2c(cc1Oc1c(O)c(OC)cc3c1C(C)N(C)CC3)C(C)N(C)CC2 (stereo not given) | 15 | 38 | 1 | -8 | 2 | 2
O=c1[nH]ncc(SCc2ccccc2)c1SCc1ccccc1 | 96* | 97* | 96* | 98* | 98* | 98*
C=CCc1ccc(OC(=O)c2ccccc2)c(OC)c1 | -5 | 3 | -267 | 15 | 14 | 7

Results in rad50 (two entries from above):
Compound | rad50
CCC[CH2][Sn]([CH2]CCC)([O]C(=O)c1cc(F)ccc1F)[O][Sn]([CH2]CCC)([CH2]CCC)[O]C(=O)c1cc(F)ccc1F | 65
CCn1cc(C(=O)CCP(=O)(OC)OC)c2ccccc21 | 8

Other structures follow.
SMILES | mlh1 rad18 | rad50 | cln2 rad14 | yeast mec2-1 | bub3 | sgs1 mgt1
C=C(CCS(=O)c1ccccc1)CC(CC(=C)COC(C)=O)S(=O)(=O)c1ccccc1 (stereo not given) | -18 | 10 | 15 | -4 | 5 | -11
CCn1c(=O)c(C#N)c2n(CC)c3ccccc3n2c1=O | 30 | 40 | 10 | 14 | 21 | 19
CC(C)(C)CC(C)(C)O | 17 | 3 | 2 | 18 | 16 | -8
CC(C)COC(=O)OCC(C)C | 4 | -2 | -8 | 4 | 4 | 20
CCOC(=O)COc1ccc(S(=O)(=O)c2ccc(OCC(=O)OCC)cc2)cc1 | 11 | 13 | -2 | -3 | -1 | 4
COc1ccccc1/C=N/NC(=O)CCCCCCCCC(=O)N/N=C/c1ccccc1OC | 14 | 1 | -11 | -4 | -6 | -4
CCOC(=O)c1ccc(N(CC(O)CN)S(=O)(=O)c2ccc(C)cc2)cc1 (stereo not given) | -2 | 6 | 4 | -10 | 4 | -11
COC(=O)c1ccccc1-n1c(-c2ccc([N+](=O)[O-])cc2)csc1=NC(=O)c1cccc([N+](=O)[O-])c1 | 13 | -2 | -1 | -2 | -1 | 19
CCCCCCCCCCCCCCCCCCSCCC(=O)O | -17 | -27 | -60 | -7 | -11 | -6
CCCCCCCCCCCCCCS(=O)(=O)CCCl | -8 | -6 | -6 | -6 | -5 | -21
NCCNCCc1ccccc1 | -16 | 8 | -2 | 4 | 10 | -13
O=[N+]([O-])c1ccc(Cl)cc1-c1nc2ccccc2[nH]1 | -12 | -4 | -33 | 6 | -2 | 3

The list goes on; the last 3 above are carried over.
SMILES | mlh1 rad18 | rad50 | cln2 rad14 | yeast mec2-1 | bub3 | sgs1 mgt1
CCCCCCCCCCCCCCS(=O)(=O)CCCl | -8 | -6 | -6 | -6 | -5 | -21
NCCNCCc1ccccc1 | -16 | 8 | -2 | 4 | 10 | -13
O=[N+]([O-])c1ccc(Cl)cc1-c1nc2ccccc2[nH]1 | -12 | -4 | -33 | 6 | -2 | 3
BrCC1CCCO1 (stereo not given) | 21 | 0 | 10 | -20 | -6 | 6
[O-][n+]1nc(N2CCOCC2)nc2ccccc21 | -21 | 12 | 1 | 5 | -10 | 2
O=C1C2C3C=CC(C2C(=O)N1CN1CCOCC1)C1C2C(=O)N(CN4CCOCC4)C(=O)C2C31 (stereo not given) | 1 | 2 | 39 | 10 | -18 | -1
Nc1nc(=O)n(CC(O)CO)s1 (stereo not given) | 0 | 5 | 11 | 17 | 21 | -2
CC1(C)OCC2OC(n3cnc4c(N)nc(Cl)nc43)C(OS(C)(=O)=O)C2O1 (stereo not given) | 30 | 4 | 9 | 17 | 4 | -13
CC(=O)Oc1c(Cl)cc(Cl)cc1C(c1cc(Cl)cc(Cl)c1OC(C)=O)C(Cl)(Cl)Cl | 96* | 91* | 83* | 98* | 98* | 84*
CCS(=O)(=O)c1ccc(NC(=O)OC2CCC3(C)C(=CCC4C3CCC3(C)C(C(C)CCCC(C)C)CCC43)C2)cc1 (stereo not given) | 4 | 22 | 20 | 6 | -3 | 10
Fc1ccccc1CN1COc2c(cc(Cl)c3cccnc23)C1 | 99* | 99* | 99* | 99* | 99* | 99*
O=C(C[n+]1ccccc1)N=N/C(C(=O)Nc1c(Cl)c(O)c2ccccc2c1O)=C1/C(=O)Oc2cc(O)ccc2C1=O | 95* | 97* | 68 | 96* | 91* | 93*
CCCCCCCSCC1OC(n2cnc3c(N)ncnc32)C(O)C1O (stereo not given) | 9 | 3 | 6 | 11 | 3 | 11
Cc1cccc2c1C(=O)C1(Cc3ccccc3C1=O)C2 (stereo not given) | -3 | -13 | -5 | -7 | 2 | -15
CC1=C(C(=O)Nc2c(C)cccc2C)C(c2ccccc2Cl)C(C(=O)Nc2c(C)cccc2C)=C(C)N1 | -12 | -39 | -21 | -6 | -14 | -27
COC(=O)Nc1ccc(Cc2ccc(NC(=O)OC)cc2)cc1 | 30 | 26 | 16 | 7 | 33 | 28
CCCn1c(C)nc2[nH]ncc2c1=O | 3 | 1 | 29 | -3 | 11 | 3
CCN(CC)c1ccc(C(=O)O)cc1 | -5 | 7 | 0 | -24 | -33 | 6
O=C(Nc1ccc(Br)cc1)c1cc(Br)c(O)c(Br)c1O | 98* | 58 | 92* | 99* | 98* | 60
[Cl][Sn]1([Cl])[CH2]CCCCCCCCCC[CH2][Sn]([Cl])([Cl])[CH2]CCCCCCCCCC[CH2]1 | -26 | -13 | -13 | 1 | -14 | 10
c1ccc(C2CCOCO2)cc1 (stereo not given) | 24 | 14 | 12 | 16 | 6 | 16
CCOP(=O)(OCC)/C(C#N)=C/c1cc(OC)ccc1OC | 12 | 28 | -9 | -5 | -13 | -3
O=C1CSC(c2ccccc2[N+](=O)[O-])N1c1ccc(-c2ccc(-n3c(-c4ccccc4)nc4ccccc4c3=O)cc2)cc1 (stereo not given) | 43 | 12 | 2 | -3 | 40 | 16
CCCCCCC(=O)CCCCCC/C=C\CC1OC(=O)C(N)(CO)C1O (stereo not given) | 92* | 92* | 90* | 93* | 91* | 93*
CCC(=O)Oc1ccc(Br)cc1 | 0 | -1 | 11 | -33 | -17 | -4
Cc1ccccc1N1CCN(c2c3c(nc4ccccc24)CCCCC3)CC1 | 96* | 97* | 96* | 97* | 98* | 97*
CN(C)c1ccc(C=Nc2cncc3ccccc23)cc1 | -7 | -56 | -40 | -19 | -6 | -13

Compounds were not picked by outcome; 14% or so of the library scored in one or more.
